High-throughput results (PubChem)
OX1R antag-1 = human HCRTR1 antagonism. O43613. CHO/OX1R cells, Fluo-8 calcium fluorescence, orexin A. inhibition, % at 5 µM. 330,000 compounds, 0.43% hits. AID 434989;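 active = inhibition above its plate's threshold, mean inhibition of all tested compounds on the plate plus 3 SD, cut at about 37% in these data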;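 note: 0% = orexin A challenge wells and 100% = SB-334867-A antagonist wells; not every result past the cut was called active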
Target sequence (O43613 whole entry, looked up): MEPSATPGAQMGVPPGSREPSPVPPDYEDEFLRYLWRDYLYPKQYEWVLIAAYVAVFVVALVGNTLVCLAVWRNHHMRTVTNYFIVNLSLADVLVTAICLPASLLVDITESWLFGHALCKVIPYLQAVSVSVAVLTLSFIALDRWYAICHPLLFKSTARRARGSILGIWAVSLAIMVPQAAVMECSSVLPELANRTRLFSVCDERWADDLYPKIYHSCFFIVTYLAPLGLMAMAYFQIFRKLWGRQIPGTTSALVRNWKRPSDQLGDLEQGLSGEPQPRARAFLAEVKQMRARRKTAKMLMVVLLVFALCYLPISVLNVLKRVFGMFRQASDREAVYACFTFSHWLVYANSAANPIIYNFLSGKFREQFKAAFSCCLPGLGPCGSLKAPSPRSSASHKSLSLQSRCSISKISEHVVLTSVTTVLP
OX1R antag-2 = OX1R (human) antagonism. inhibition, % at 6.6 µM. AID 485270. O43613. 330,000 compounds, 1.8% hits. OX1R-expressing cells, FRET antagonist read-out; in the data active = inhibition mostly above about 38%, no sharp cut-off; inactive = mostly below about 40%;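 note: 0% = agonist challenge alone and 100% = reference antagonist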
Numbers without * were called inactive.

Sample of the layout, 7 compounds:
Values run as follows: OX1R antag-1	OX1R antag-2
COc1cc(C)c(C#N)c(OC)n1
    -10	12
C/C(CC(C)(C)c1ccccc1)=N\NS(=O)(=O)c1ccccc1
    -13	21
COCCSc1nnc(NC(=O)C2CC(=O)N(c3ccc(C)cc3)C2)s1 (centres undefined)
    -20	3
O=C(Nc1nnc(/N=C/c2ccco2)s1)c1ccc(F)cc1
    -11	8
COC(=O)c1ccc(N(CC(=O)NC2CCCC2)C(=O)CNC(=O)c2cccs2)cc1
    7	16
CC(=O)O[C@H]1C(=O)[C@]2(C)[C@H]([C@H](OC(=O)c3ccccc3)[C@]3(O)C[C@H](OC(=O)[C@H](O)[C@@H](NC(=O)c4ccccc4)c4ccccc4)C(C)=C1C3(C)C)[C@]1(OC(C)=O)CO[C@@H]1C[C@@H]2O
    -15	4
Cc1ccc(-c2nc3ccccc3s2)cc1NC(=O)c1ccc2c(c1)OCO2
    -27	9

All compounds of this part, repeating the preview:
Values run as follows: OX1R antag-1	OX1R antag-2
COc1cc(C)c(C#N)c(OC)n1
    -10	12
C/C(CC(C)(C)c1ccccc1)=N\NS(=O)(=O)c1ccccc1
    -13	21
COCCSc1nnc(NC(=O)C2CC(=O)N(c3ccc(C)cc3)C2)s1 (centres undefined)
    -20	3
O=C(Nc1nnc(/N=C/c2ccco2)s1)c1ccc(F)cc1
    -11	8
COC(=O)c1ccc(N(CC(=O)NC2CCCC2)C(=O)CNC(=O)c2cccs2)cc1
    7	16
CC(=O)O[C@H]1C(=O)[C@]2(C)[C@H]([C@H](OC(=O)c3ccccc3)[C@]3(O)C[C@H](OC(=O)[C@H](O)[C@@H](NC(=O)c4ccccc4)c4ccccc4)C(C)=C1C3(C)C)[C@]1(OC(C)=O)CO[C@@H]1C[C@@H]2O
    -15	4
Cc1ccc(-c2nc3ccccc3s2)cc1NC(=O)c1ccc2c(c1)OCO2
    -27	9
C/C(=N\NC(=O)CN1CCN(c2ccc(F)cc2)CC1)c1ccco1
    -24	7
CC1=CC(C)(C)n2c(O)c(N=NC(N)=S)c3cccc1c32
    -23	20
O=[N+]([O-])c1cc(S(=O)(=O)N2CCOCC2)ccc1OCc1cccc(Cl)c1
    19	1
COc1cc(OC)cc(-c2c(C#Cc3ccsc3)c3cc(-c4ccc5c(c4)OCO5)ccc3n2C)c1
    -7	4
COc1ccc(NC(=O)COC(=O)c2ccc(OCc3c(C)noc3C)cc2)cc1OC
    -30	11
Cc1cc(=O)oc2cc(OCC(=O)OCC(=O)N(CCC#N)c3ccccc3)ccc12
    -25	24
COc1ccc(CNC(=O)N2CCN(c3cccc(Cl)c3)CC2)cc1OC
    1	8
CN1C(=O)[C@@H]2[C@@H]3C[C@@H]([C@H]4ON=C(c5ccc(Cl)cc5)[C@@H]34)[C@@H]2C1=O
    -7	-2
O=C(NN1C(=O)C2C3C=CC(C3)C2C1=O)c1ccco1 (centres undefined)
    0	-6
Cc1ccc(CN2CCN(Cc3ccccn3)CC2CCO)cc1 (centres undefined)
    -28	10
COc1cc2c(cc1OC)C(C(=O)Nc1ccccc1N1CCN(C)CC1)C1c3ccccc3CCN1C2=O (centres undefined)
    -23	13
COc1ccc(Br)cc1S(=O)(=O)N1CC(C)OC(C)C1 (centres undefined)
    -6	12
O=C(Nc1ccc(CCC(=O)N2CCCC2)cc1)c1ncn[nH]1
    1	13
Cc1ccc(/C=N\NC(=O)c2cc([N+](=O)[O-])cc([N+](=O)[O-])c2)o1
    -25	65*
Cc1ccc(NC(=O)CCNC(=O)c2ccc([N+](=O)[O-])cc2)cc1S(=O)(=O)N(C)C
    -23	21
CCc1cc2c3c(c1)C(C)CC(C)(C)N3C(=O)C2=O (centres undefined)
    -8	4
COc1cccc(-c2nnc3sc(-c4ccccn4)nn23)c1
    -31	32
COc1ccc2[nH]c(=O)c(CN(Cc3nnnn3CCc3ccccc3)CC3CCCO3)cc2c1 (centres undefined)
    -29	41
CCN1C(Nc2ccccc2)=NC[C@@H]1Cc1ccccc1
    -9	19
Cc1cnc(NC(=O)CSc2ccccc2)s1
    -1	3
COc1ccc(/C=C/c2cc(C(F)(F)F)[nH]c(=O)n2)cc1OC
    0	45
CCC1CCCCN1C(=S)Nc1ccc(C(C)=O)cc1 (centres undefined)
    -11	5
CC1CCCCN1S(=O)(=O)c1ccc2c(c1)C(C)(C)C(=O)N2C (centres undefined)
    -18	17
N#Cc1cc(-c2ccc(Cl)cc2)cn(Cc2c(Cl)cccc2Cl)c1=O
    -14	8
COc1ccc(CNC(=O)Nc2ccc3c(c2)N(C)C(=O)CS3)cc1
    -18	5
Cc1ccsc1CN1CC(=O)N(c2c(C)cccc2C)C1=S
    -19	4
COC(=O)c1sccc1NC(=O)CSCCc1ccncc1
    -4	20
CC(NS(=O)(=O)c1ccc(OCC(=O)NCc2ccncc2)cc1)c1ccccc1 (centres undefined)
    5	4
O=C(NC1CCCC1)C(c1ccc(F)cc1)N(C(=O)c1csnn1)C1CC1 (centres undefined)
    2	3
CC(=O)N=C1SC2CS(=O)(=O)CC2N1c1ccccc1Cl (centres undefined)
    -15	9
CN(C)S(=O)(=O)c1cccc(C(=O)OCC(=O)c2c(N)n(C)c(=O)n(C)c2=O)c1
    -18	15
COc1cc(-c2noc(CCCC(=O)Nc3ccc(C(N)=O)cc3)n2)cc(OC)c1OC
    -2	8
NC(=O)C1CCN(C(=O)c2cnn(-c3ccccc3)c2NC(=O)c2ccco2)CC1
    -9	7
COc1ccc(N(CC(=O)N2CCN(c3ccccc3)CC2)S(=O)(=O)c2ccc(C)cc2)cc1
    -22	7
O=C1CN(C(=O)COC(=O)c2cccc(Br)c2)c2ccccc2N1
    2	0
O=C(Nc1ccc2nc(-c3ccc(Br)o3)[nH]c2c1)c1ccco1
    -20	32
CCOC(=O)c1sc(N)c(C#N)c1COC(=O)CNC(=O)c1ccccc1
    -25	17
COc1ccc(NC(=O)c2cc3ccccc3[nH]2)cc1
    -36	22
CC(=O)c1cccc(NC(=O)CSCc2ccccc2)c1
    -15	11
CCN(CC)CCNc1ccc2nnc(CCNS(=O)(=O)c3ccc(C)cc3)n2n1
    3	11
COc1ccccc1/C=N/Nc1cc(C)nc(N2CCOCC2)n1
    -6	13
Cc1cc(C)nc(N2CCC(CNC(=O)CCc3ccccc3)CC2)n1
    -25	21
CCN(Cc1ccncc1)C(=O)c1ccco1
    6	33

(list continues)
Values run as follows: OX1R antag-1	OX1R antag-2
Cc1ccc(CN2CC(C(=O)NCCC3=CCCCC3)CC2=O)cc1 (centres undefined)
    -27	-2
O=C(Nc1nonc1NC(=O)c1cccs1)c1cccs1
    -6	45
COc1ccc(S(=O)(=O)N(CC(=O)N2CCCCCC2)c2ccccc2OC)cc1
    -14	12
CC1(C)C2CCC1(CS(=O)(=O)NCc1ccc(C(F)(F)F)cc1)C(=O)C2 (centres undefined)
    -28	-10
NC(=S)NC1CCS(=O)(=O)C1 (centres undefined)
    -11	16
CSc1nc(-c2ccccc2)[nH]c(=S)c1C(C)=O
    -10	26
CCOc1ccc(NC(=O)CN2C(=O)NC(CCc3ccccc3)C2=O)cc1OCC (centres undefined)
    -11	7
Cc1[nH]nc(SCC(=O)NC2CCCC2)c1[N+](=O)[O-]
    -1	10
CCOC(=O)C1CCN(S(=O)(=O)c2c(C(=O)N3CCCCC3)c(C)n(C)c2C)CC1
    -23	7
Cc1cccc(N2CCN(c3ccc(NC(=O)/C=C(/C(=O)O)c4ccccc4)cc3)CC2)c1
    -7	21
Cc1ccc(/C=N/N2C(=O)c3ccccc3NC2c2ccc(C)cc2)cc1 (centres undefined)
    -2	13
O=C(NCCCN1CCc2ccccc2C1)C1CCN(S(=O)(=O)N2CCCC2)CC1
    -19	12
COc1ccc(OC)c(S(=O)(=O)Oc2ccc(N)c3ccccc23)c1
    -13	43*
Fc1ccccc1Cn1cc(C(=S)N2CCOCC2)c2ccccc21
    -28	15
CCc1ccc(N2C(=O)CN(Cc3ccccc3)C2=S)cc1
    -23	7
Cc1ccc(S(=O)(=O)NC(CC(=O)O)c2cccs2)cc1 (centres undefined)
    0	8
Brc1ccc2nc(-c3ccncc3)c(NC3CCCC3)n2c1
    -31	15
CN1CCN(C(=O)/C=C/c2ccc([N+](=O)[O-])cc2)CC1
    -7	61*
CC1(C(=O)N(Cc2ccccc2)Cc2ccccc2)CC1(Br)Br (centres undefined)
    -29	27
CC(C)Cn1c(N)c(C(=O)COC(=O)c2ccccc2F)c(=O)n(C)c1=O
    -23	15

Record cards, from the list above.
Fc1ccccc1Cn1cc(C(=S)N2CCOCC2)c2ccccc21 is listed as OX1R antag-1 = -28; OX1R antag-2 = 15
CCOC(=O)c1sc(N)c(C#N)c1COC(=O)CNC(=O)c1ccccc1 is listed as OX1R antag-1 = -25; OX1R antag-2 = 17

Carrying on:
Values run as follows: OX1R antag-1	OX1R antag-2
Cc1ccccc1OCC(O)Cn1c(NCCN(C)C)nc2c1c(=O)n(C)c(=O)n2C (centres undefined)
    -16	17
Cc1ccc(-c2nnn(CC(=O)N(CCN3CCOCC3)C(C(=O)NC(C)(C)C)c3ccc(C)o3)n2)cc1 (centres undefined)
    -21	11
Cc1ccc([C@@H]2CC=C(C(=O)O)[C@H](c3ccc(C(C)(C)C)cc3)N2S(=O)(=O)c2ccc(C)cc2)cc1
    -3	-10
CCOc1ccccc1CNC(=O)C1CCCN(c2ncnc3c2nc2n3CCCCC2)C1 (centres undefined)
    -24	29
CN(C)c1cccc(C(=O)N2CCCC(CCC(=O)N3CCN(c4ccccn4)CC3)C2)c1 (centres undefined)
    -24	16
COc1ccc([N+](=O)[O-])c2c(=O)ccoc12
    -11	30
COc1ccc(-c2cc3n(n2)CCc2nc4ccccc4n2-3)cc1
    -13	15
CCOC(=O)COc1ccc(S(=O)(=O)Nc2cccc(SC)c2)cc1
    9	4
COc1cc(CC(=O)Nc2nc(-c3ccccc3)c(C(C)=O)s2)cc(OC)c1OC
    -24	4
Cc1cc(=O)c(C(=O)OC(C)C(=O)NC(N)=O)nn1-c1ccc(Cl)cc1 (centres undefined)
    -14	19
O=C(Nc1ncn[nH]1)c1c(Cl)ccc(Cl)c1Cl
    -14	28
COc1ccc(/C=C/C(=O)NCc2ccccn2)cc1OC
    -14	30
O=C(CN1C(=O)C(=O)c2ccccc21)NC1CCCCC1
    -19	24
CCOC(=O)CC1C(=O)NCCN1C(=O)c1sc2ccccc2c1Cl (centres undefined)
    9	6
O=C(Nc1ccccc1C(=O)N1CCNCC1)c1ccco1
    -3	19
CCCN1C2CCCC1CC(NC(=S)Nc1ccc(OC)cc1)C2 (centres undefined)
    -28	15
Cc1cc(SCc2ccc(Cl)cc2Cl)nc(=O)[nH]1
    7	26
CN1CCN(/N=C2/C(=O)Nc3ccc([N+](=O)[O-])cc32)CC1
    -4	73
c1ccc(COc2ccccc2CNCc2cccnc2)cc1
    -24	12
COc1ccc(C=O)cc1COc1ccccc1F
    -10	10
Cc1nnc(N2C(=O)C(O)=C(C(=O)c3ccco3)C2c2ccc(C(C)(C)C)cc2)s1 (centres undefined)
    8	-2
C=CCN1C(=O)C2(C(C#N)=C(N)Oc3n[nH]c(CCC)c32)c2ccccc21 (centres undefined)
    -6	14
CCN(CC(=O)Nc1cccc(C(C)=O)c1)S(=O)(=O)c1ccc(C)cc1
    -23	23
CCN(CC)S(=O)(=O)c1ccc(C(=O)NCc2ccc3c(c2)cc(C)n3C)cc1
    2	2
COC(=O)CSc1[nH]c2ccc(F)cc2c1[N+](=O)[O-]
    -21	65
CC1CCN(C(=O)c2[nH]cnc2C(=O)N2CCN(c3ccccc3)CC2)CC1
    -4	7
COc1ccc2cc(C#N)c(SCC(=O)N3CCCC3)nc2c1
    -30	13
CC(C)c1ccc(-n2ccnc2SCC(=O)O)cc1
    -7	20
COc1ccc(NC(=O)C2CC(=O)OC2c2ccccc2)cc1 (centres undefined)
    -10	1
CCCc1nc2ccc(NC(C)=O)cc2c(=O)n1Cc1ccccc1Cl
    -33	16
COc1ccc(Cl)cc1NC(=S)NC(=O)c1ccco1
    -2	20
COc1cc2[nH]c(C(=O)N3CCN(c4ccc(F)cc4)CC3)cc2c(OC)c1OC
    -22	-2
O=C(O)c1ccccc1N=Nc1ccc(O)cc1
    2	20
C/C(=N/NC(=O)c1cccs1)c1ccc(NC(=O)COc2ccc(Cl)cc2)cc1
    -8	23
Cn1cccc1C(C(=O)NC1CCCCC1)N(C(=O)Cc1cccs1)C1CC1 (centres undefined)
    -14	13
Cc1c(C)c2c(C)[nH]nc2oc1=O
    -1	10
Cc1ccc(NS(=O)(=O)c2ccc(CCC(=O)O)cc2)cc1
    -4	5
O=C(Nc1ccc(Cl)cc1)c1nc[nH]c1C(=O)N1CCc2ccccc2C1
    -10	1
COc1ccc(F)cc1C(=O)C1CCCN(C(=O)c2ocnc2C)C1 (centres undefined)
    -6	3
CC1CCCC(C)N1C(=O)CSc1nnc(C2CCCCC2)o1 (centres undefined)
    -33	32
COc1ccc(NC(=O)CSc2nnc(CNC(=O)COc3ccc(Cl)cc3)o2)c(OC)c1
    -15	11
CN1/C(=C\C(=O)c2ccco2)C(C)(C)c2ccccc21
    21	33
CCc1nc(CN2CCN(c3ccc(C(F)(F)F)cn3)CC2)c(C)[nH]1
    -19	12
Cc1ccc(S(=O)(=O)N2CCC(C(=O)OCC(=O)N3CC(C)CC(C)C3)CC2)cc1C (centres undefined)
    -28	-3
O=C1CCn2nc(-c3ccc(Cl)cc3)cc2N1
    7	-4
COCCNC(=O)/C(C#N)=C/c1cccs1
    2	11
Cc1cc(C(=O)Nc2ccc(S(=O)(=O)N3CCOCC3)cc2)ccc1[N+](=O)[O-]
    -15	-1
O=C(O)C1CCC(=O)N1C1c2ccccc2Oc2ccccc21 (centres undefined)
    3	10
COc1ccc(CNC(=O)CCNS(=O)(=O)c2cc(Br)cnc2N)cc1
    -15	36
